# Screens: PubChem BioAssay, National Center for Advancing Translational Sciences (NCATS)
# Pf growth 48h = P. falciparum growth inhibition at 48 hours (one generation). P. falciparum luciferase growth in erythrocytes, 48 h. Potency, µM (top dose mostly 28.7 µM), inactives show at the highest dose activity change, negative = inhibition, usual class: inhibitors. 5.9% of 310,000 active. AID 504832; note: potency is the fitted concentration of half-maximal effect; % is set by controls: 0 for no effect and ±100 for the full control effect
#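 Luminescence readout; reporter = integrated firefly luciferase in P. falciparum. RBC culture at 2% hematocrit, 0.1% parasitemia final, 37 C/5% CO2; decreased signal taken as growth inhibition.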
# HCV inhibitor = inhibitors of hepatitis C virus infection. Huh7.5.1 HCVcc-Cre infection, luciferase reporter, 44 h. Potency, µM (doses to about 41.8 µM), without a hit: at the highest dose activity change, negative = inhibition, most hits filed as inhibitors. 3.4% of 340,000 active. AID 651820; note: potency is the fitted concentration of half-maximal effect; % is set by controls: 0 for no effect and ±100 for the full control effect
#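 Reporter virus HCVcc-Cre (~0.5 moi) infects cells exposed to compound; seeding density 1,000 cells/well with 4 h settling beforehand. Luminescence, 15 sec read, taken 44 h post-infection following a 15 min RT substrate incubation.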
# Giardia FBPA inh = inhibitors of Giardia lamblia fructose-1,6-bisphosphate aldolase. A8B2U2. purified Giardia FBPA. Potency, µM (series often up to 59.6 µM), for inactives: at the top dose activity, negative = inhibition, most hits filed as inhibitors. 0.71% of 290,000 active; note: potency is the fitted concentration of half-maximal effect; % is set by controls: 0 for no effect and ±100 for the full control effect; nearly all actives have a fitted effect of over 55% in size
# Target sequence (A8B2U2 whole entry, looked up): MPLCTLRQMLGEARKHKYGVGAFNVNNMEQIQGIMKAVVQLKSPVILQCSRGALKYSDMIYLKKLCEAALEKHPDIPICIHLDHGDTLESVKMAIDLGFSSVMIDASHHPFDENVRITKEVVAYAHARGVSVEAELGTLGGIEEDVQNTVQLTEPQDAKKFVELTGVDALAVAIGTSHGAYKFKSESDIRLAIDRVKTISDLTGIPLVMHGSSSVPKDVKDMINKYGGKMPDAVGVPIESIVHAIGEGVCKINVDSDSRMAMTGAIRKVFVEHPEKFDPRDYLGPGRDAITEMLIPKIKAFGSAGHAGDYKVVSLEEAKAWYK
#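 Giardia FBPA (40 nM reagent) was preincubated 10 min at RT with compound (up to 57.5 uM final), then substrate plus GAPDH/TPI/NAD/arsenate coupling system with diaphorase/resazurin was added; resorufin fluorescence (525/598 nm) was read after 20 min.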
# Shiga toxin inh = inhibitors of Shiga toxin in Vero cells | Vero cells, Shiga toxin protein synthesis inhibition reporter | 9.2% of 290,000 active | inhibition, % at 38.7 µM; in the data active = inhibition mostly above about 28%, no sharp cut-off; inactive = mostly below about 43%; note: 0% is about no effect
# Cycloheximide cs = counter-screen for Shiga toxin inhibitors: cycloheximide protein synthesis inhibition; cell reporter, cycloheximide protein synthesis inhibition counterscreen; AID 2314; 12% of 300,000 active; max response, %; in the data active = max response mostly above about 13%, no sharp cut-off; inactive = mostly below about 14%; note: read at 38.3 µM for the half of the compounds with a filed dose; 0% is about no effect
# Pf growth 96h = inhibits malaria parasite growth, 96 h | Potency, µM (highest dose often 28.7 µM), for inactives: top-dose activity change, negative = inhibition, hits mostly inhibitors | 6.9% of 320,000 active | P. falciparum luciferase reporter growth, 96 h; note: potency is the fitted concentration of half-maximal effect; % is set by controls: 0 for no effect and ±100 for the full control effect
#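 96 h incubation, 37 C, 5% CO2, of luciferase-reporter P. falciparum-infected RBCs (2% hematocrit, 0.05% parasitemia final) with test compounds; endpoint luminescence.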
# The depositor's hits bear a star; ? = inconclusive; nt = not tested or not shown; [ ] = dose if it differs, or a comment. Unless noted, calls come from the whole dose curve; as a rule, active = well fitted curve in the direction sought with a large enough effect; inconclusive = small, poorly fitted or top-dose-only effect, or another doubt; inactive = no such curve, though single readings can be large; an effect the other way counts as inactive or inconclusive. Rows are unselected; any-hit rate near 24%.
# Results follow in this order: Pf growth 48h	HCV inhibitor	Giardia FBPA inh	Shiga toxin inh	Cycloheximide cs	Pf growth 96h
CN(C(=O)COC(=O)/C=C/c1ccc(Cl)c(Cl)c1)c1c(N)n(Cc2ccccc2)c(=O)[nH]c1=O
  ?	1.8%	nt	nt	nt	?
CC(C)SC1=NC(C)(C)C=C(/C=C/c2ccc(Cl)cc2Cl)N1
  nt	7.0%	-18.5%	-9.7	2.3	?
COCCCn1c(SCC(N)=O)nnc1-c1ccccc1
  nt	7.8%	8.4%	-10.9	-1.1	?
O=C(NCCSc1ccccn1)c1ccc(Cl)cc1
  186.8%[activator]	2.1%	-4.4%	63.0*	11.6	36.8%[activator]
CN1/C(=C\P(=O)(N(C)C)N(C)C)C(C)(C)c2ccccc21
  -72.1%	3.9%	-16.3%	9.4	-4.0	?
O=C(COc1ccccc1)N1CCN(c2ccccc2)CC1
  -8.4%	16.3%	1.0%	4.6	-0.7	35.5%[activator]
O=C(NCC1COc2ccccc2O1)c1cc(S(=O)(=O)N2CCOCC2)ccc1F (stereo not drawn)
  ?	-3.9%	nt	nt	nt	?
S=C1NC2(CCCCC2)Nc2ccccc21
  -17.3%	9.4%	-9.1%	33.1	15.7*	16.9%
COC(=O)/C(=C\Nc1cccc(Cl)c1C)c1ncc(C(F)(F)F)cc1Cl
  nt	-16.1%	1.2%	-5.7	-1.9	11.4%
CC1CCCCC1NC(=O)CCCn1c(=S)[nH]c2ccccc2c1=O (stereo not drawn)
  ?	?	1.7%	-2.1	0.7	14.7µM*
CCOC(=O)c1sc(=NC(=O)c2ccco2)n(C)c1C
  205.2%[activator]	?	1.1%	73.2*	60.1*	147.8%[activator]
COC(=O)c1cccc(NC(=O)CN2CCc3ccccc3C2)c1
  0.0%	5.0%	11.5%	1.8	-1.2	-8.8%
Cc1cccc(C(=O)Nc2scc(CC(C)C)c2C(=O)O)c1
  7.3%	4.6%	-16.4%	39.6*	-4.4	-8.7%
O=C(NC1CCCCC1)C(c1ccc(F)cc1)N(Cc1ccco1)C(=O)c1ccccn1 (stereo not drawn)
  ?	7.3%	-0.1%	26.2	2.0	42.8%[activator]
O=CN1CCN(C(=O)c2cccc([N+](=O)[O-])c2)CC1
  36.4%[activator]	9.8%	0.1%	nt	-4.6	151.4%[activator]

# The listing continues.
# Results follow in this order: Pf growth 48h	HCV inhibitor	Giardia FBPA inh	Shiga toxin inh	Cycloheximide cs	Pf growth 96h
Cc1ccc(CSCC(=O)NCCc2ccccc2)cc1
  22.2%	-20.6%	3.1%	84.8	17.7*	-16.5%
Cc1ccc(N2CC(C(=O)Nc3ccc(S(=O)(=O)Nc4nccs4)cc3)CC2=O)cc1C (stereo not drawn)
  -7.2%	8.0%	10.0%	-6.1	-3.2	-1.0%
CN(CC(=O)Nc1ccc(N2CCOCC2)cc1)C(=O)CSc1ccc(Br)cc1
  -19.1%	nt	nt	-10.3	-1.5	?
CSC1=NCCN1C(=O)c1ccco1
  nt	-6.9%	0.3%	10.6	4.5	?
O=C(O)COc1ccccc1/C=N/NC(=O)CSc1nc2ccccc2s1
  42.6%[activator]	7.9%	10.9%	46.6	8.7	6.5%
Nc1c(C(=O)NCC2CCCO2)c2nc3ccccc3nc2n1-c1ccccc1 (stereo not drawn)
  ?	?	-10.4%	-13.8	-2.0	-21.5%
CCOc1ccc2oc(C(=O)OCC(=O)NCc3ccc(OC)cc3)c(C)c2c1
  ?	6.4%	nt	nt	nt	-16.6%
O=C(NCCCN1CCCC1=O)c1ccccc1NS(=O)(=O)c1ccc(Br)cc1
  nt	18.0%	10.8%	12.0	0.3	?
O=C(CSc1nnc(NC(=O)c2ccccc2C(=O)O)s1)Nc1ccccc1Cl
  -26.6%	21.6%	24.9%	-1.6	-1.8	13.1µM*
Cc1nn(C)c(C)c1C(C)NC(=O)c1ccc(OC2CCN(Cc3ccccn3)CC2)cc1 (stereo not drawn)
  ?	?	5.5%	8.3	-1.1	-23.8%
CCCc1nc2c(=O)n(C)c(=O)[nH]c2n1CCC
  nt	20.3%	-23.1%	-3.3	-1.5	10.4µM*
O=C1CCN(C(=O)/C=C/c2ccccc2)c2ccccc21
  45.5%[activator]	-0.1%	7.0%	41.2*	28.0*	?
COc1ccccc1NC(=S)NCc1ccc2c(c1)OCO2
  -5.3%	-11.7%	-0.3%	19.9	10.8	21.1%
Cc1ccc(S(=O)(=O)NCCC(=O)N2CC(C)OC(C)C2)cc1C (stereo not drawn)
  33.5%[activator]	12.7%[8.37 µM]	nt	nt	nt	4.6%
COc1ccc(C(=O)N2CCC(C(=O)N3CCN(c4ccc(OC)cc4)CC3)CC2)cc1
  -5.2%	-19.5%	-0.9%	2.5	-3.4	103.7%[activator]

# Quoted at random: three records from the list.
# Results follow in this order: Pf growth 48h	HCV inhibitor	Giardia FBPA inh	Shiga toxin inh	Cycloheximide cs	Pf growth 96h
CSC1=NCCN1C(=O)c1ccco1
  nt	-6.9%	0.3%	10.6	4.5	?
O=C(NCCCN1CCCC1=O)c1ccccc1NS(=O)(=O)c1ccc(Br)cc1
  nt	18.0%	10.8%	12.0	0.3	?
COc1ccccc1NC(=S)NCc1ccc2c(c1)OCO2
  -5.3%	-11.7%	-0.3%	19.9	10.8	21.1%

# (more compounds)
# Results follow in this order: Pf growth 48h	HCV inhibitor	Giardia FBPA inh	Shiga toxin inh	Cycloheximide cs	Pf growth 96h
COc1cc(N2CCCC2)c(OC)cc1/C=C(/C#N)c1ccc(F)cc1
  10.4µM*	?	-14.9%	11.7	-1.1	-26.3%
O=C(OC(C(=O)NC1CCCC1)c1ccncc1)C1=Cc2ccccc2OC1 (stereo not drawn)
  -3.2%	14.0%	0.6%	-10.5	-3.3	0.0%
Cc1ccc(N2C(=O)C3Sc4[nH]c(=O)sc4C(c4ccccc4)C3C2=O)cc1 (stereo not drawn)
  -8.6%	3.5%	-2.6%	-5.2	-1.1	-16.9%
COCc1nnc(NC(=O)c2ccc(S(=O)(=O)N(C)c3ccccc3)cc2)o1
  ?	17.2%	8.7%	9.3	-2.2	-33.4%
O=C(O)c1ccc(Cl)c(S(=O)(=O)Nc2ccccc2C(=O)Nc2ccc(Cl)cc2)c1
  35.4%[activator]	5.7%	-9.3%	55.7	0.7	26.9%
Nc1nc2n(n1)C(c1ccco1)CC(c1ccc(Cl)cc1Cl)N2 (stereo not drawn)
  5.3%	3.3%	7.6%	-1.3	-3.7	?
CCN(c1ccc(C)cc1C)S(=O)(=O)c1nnc(NC(=O)c2ccco2)s1
  ?	21.9%	10.1%	-3.9	9.6	15.4%
Cn1nnc(C(O)CN2CCOCC2)n1 (stereo not drawn)
  10.8%	14.9%	-10.3%	2.4	3.3	?
COc1ccc(S(=O)(=O)N2CCN(C(=O)c3cccc(Cl)c3)CC2)cc1
  -26.8%	6.6%	-1.0%	5.7	-3.1	nt
O=C(Nc1cccc2c1C(=O)NC2=O)c1ccc(N2C(=O)CCC2=O)cc1
  4.0%[1.15 µM]	14.1%	-1.8%	-7.5	-6.2	0.0%
CCCc1cc(Nc2cccc(OC)c2)n2ncnc2n1
  -25.7%	19.3%	0.9%	1.1	-1.2	3.7%
O=C(NCc1ccccc1)C(c1ccncc1)N(C(=O)c1csnn1)c1ccccc1F (stereo not drawn)
  ?	-2.8%	-6.4%	-15.5	-3.4	-2.4%
Cc1cccc(OCCCn2c(CO)nc3ccccc32)c1
  37.2%[activator]	-9.4%	-8.3%	122.4*	43.9*	24.4%
CCOC(=O)C1CCN(S(=O)(=O)CCNC(=O)c2ccccc2)CC1
  13.5%	-9.2%	nt	nt	nt	-15.3%
Cc1ccc(-n2c(SCC(=O)c3c(N)n(C)c(=O)n(C)c3=O)nc3sc4c(c3c2=O)CCCC4)c(C)c1
  1.17µM*	?	-7.4%	-5.2	-2.7	0.828µM*

# Remaining list, next part:
# Results follow in this order: Pf growth 48h	HCV inhibitor	Giardia FBPA inh	Shiga toxin inh	Cycloheximide cs	Pf growth 96h
COCCn1c(Sc2ccccc2)nc2c1c(=O)[nH]c(=O)n2C
  ?	13.9%	7.6%	-11.7	-2.9	11.1%
Cc1nn(CC(=O)Nc2cccc(Cl)c2)c(=O)c2cc(-c3ccccc3)nn12
  0.0%	18.0%	nt	-3.0	-9.4	-11.0%
O=C(N/N=C/c1ccc(OCC(=O)N2CCCC2)cc1)C(=O)NC1CC1
  15.2%	4.6%	nt	-5.4	-2.1	2.8%
CC(=O)C[C@H](O)CC(=O)[C@H]1OC(=O)CCCCCCCc2ccccc21
  77.2%[activator]	?	nt	nt	nt	?
O=C(CN1C(=O)S/C(=C\c2ccccc2)C1=O)Nc1cc([N+](=O)[O-])ccc1O
  3.7%	-12.0%	2.2%	-2.0	-2.6	-25.5%
CCCS(=O)(=O)N1CCCC(C(=O)Oc2ccccc2Cl)C1 (stereo not drawn)
  11.2%	20.0%	0.5%	-6.9	0.3	-9.2%
O=C(O)c1ccc2c(c1)C(=O)N([C@H](Cc1cccc3ccccc13)C(=O)O)C2=O
  9.4%	nt	12.4%	-4.4	-2.5	11.4%
N#Cc1c(NC(=O)c2ccccc2Cl)n(Cc2ccccc2)c2nc3ccccc3nc12
  ?	?	?	-9.0	-5.6	?
OCCN1CCN(c2nc(-c3ccccc3)nc3c2oc2ccccc23)CC1
  nt	?	0.0%	6.6	-2.9	?
Cc1cccc(NC(=O)NC2CC(=O)N(c3ccc4c(c3)OCCO4)C2)n1 (stereo not drawn)
  -6.1%	20.0%	6.5%	-19.4	2.1	?
CC(C)Oc1ccc(CC(=O)NNC(=S)Nc2ccccc2)cc1
  -3.3%	13.9%	18.7%	-2.0	2.1	-28.0%
O=C(Cn1ncc2c3ccccc3n(Cc3ccccc3)c2c1=O)NCCN1CCOCC1
  ?	2.9%	nt	-2.0	0.3	36.4%[activator]
O=C(Cn1cnc2c(nnn2Cc2ccc(F)cc2)c1=O)NC1CCCC1
  ?	19.3%	2.5%	-5.0	-3.9	0.0%
CCCCSc1nc2c(c(=O)[nH]1)CCC2
  0.7%	4.1%	-16.3%	42.4	1.1	-6.0%
Cc1cc(C)n2nc(C(=O)OCC(=O)Nc3ccc(C)c(S(=O)(=O)N(C)C)c3)nc2n1
  6.2%	-1.6%	nt	nt	nt	0.0%

# Additional entries:
# Results follow in this order: Pf growth 48h	HCV inhibitor	Giardia FBPA inh	Shiga toxin inh	Cycloheximide cs	Pf growth 96h
O=C(CN1CCN(c2cccc(Cl)n2)CC1)N1CC(O)CO1 (stereo not drawn)
  4.9%	-0.8%	2.2%	-11.3	-3.3	34.4%[activator]
Cc1c(C(=O)Nc2ccc3c(c2)CCC3)cccc1[N+](=O)[O-]
  104.6%[activator]	-11.6%	-7.3%	125.3*	95.5*	?
CCN(CC)CCNC(=O)c1ccc(NS(=O)(=O)c2ccc3c(c2)OCCO3)cc1
  -15.5%	9.4%	6.3%	9.3	2.7	18.2%
Oc1ccc(/C=N/Nc2nc(-c3ccccc3F)nc3ccccc23)c(O)c1
  ?	11.2µM*	4.7%	16.0	15.1*	11.7µM*
Clc1ccc(-c2nc3nc4ccccc4nc3n2Cc2ccco2)cc1
  -1.4%	-0.8%	0.3%	82.3*	52.2*	?
O=C(CCNC(=O)c1ccc(Br)cc1)Nc1nc2ccccc2[nH]1
  -8.3%	3.8%	nt	nt	nt	22.3%
O=[N+]([O-])c1cccc(N/N=C/c2cccc3ccccc23)c1
  62.2%[activator]	?	-1.2%	42.2*	29.8*	-75.8%
Cc1ccccc1CN1CCNC1=O
  9.28µM*	7.7%	19.6%	15.1	3.8	25.5%
CC12CCC(=O)N1C(C(=O)Nc1nnc(SCc3ccccc3F)s1)CS2 (stereo not drawn)
  -0.9%	16.8%	nt	55.8*	19.7*	32.7%[activator]
COc1ccc(CCNC(=O)Nc2cccc([N+](=O)[O-])c2)cc1OC
  -9.4%	-22.1%	-5.5%	1.1	4.2	39.4%[activator]
CNC(=S)NNC(=O)c1c(C)nc2cc(C)ccn12
  1.0%	6.2%	?	-8.8	-0.3	0.7%
